# ERG Ets-DNA blk: qHTS for Small Molecule Inhibitors of the ERG Ets/DNA interaction. Transcriptional regulator ERG (Homo sapiens), P11308. fluorescence polarization, His-ERG Ets domain / labelled DNA. Potency, µM (top dose mostly 76.9 µM), without a hit: at the highest dose FP activity, negative = inhibition, usual class: inhibitors. hit rate 0.028% among 370,000. AID 624246, 2012; active = well fitted inhibition curve with a large enough effect in the polarisation, with a control signal flat; inconclusive = small, poorly fitted or top-dose-only effect, or effect the other way, or a change in a side signal; inactive = no such curve, though single readings can be large or run the other way; the % refers to the polarisation;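 also: polarization taken with two DNA probes labelled with fluorescein and Texas red; potency is read from the fitted curve at half-maximal effect; % of control where 0% means no effect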
#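 His-tagged ERG Ets domain (1 uM in the protein solution; 300mM KCl, 50mM Tris-HCl, 1mM EDTA, 1mM DTT, pH 7.5) received compound, then a probe mix of 5 nM fluorescein-DNA and 100nM Texas-615-DNA. Fluorescence polarization was read for both dyes.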
# POLB inh: qHTS Assay for Inhibitors of DNA Polymerase Beta. Potency, µM (titrated, usually from 114 µM), for inactives: at the highest dose activity change, negative = inhibition, actives largely listed as inhibitors. Pol beta primer extension/strand displacement, fluorescence kinetic. P06746. hit rate 1.3% among 340,000. AID 485314, 2010; also: potency is read from the fitted curve at half-maximal effect; % is scaled to controls: 0 for no effect and ±100 for the full control effect
#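 Human Pol beta at 10 nM; strand-displacement substrate 50 nM final. Compound exposure 15 min at room temperature before start, reaction 10 min at room temperature.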
# 12-LOX inh: Primary qHTS assay for inhibitors of human arachidonate 12S-lipoxygenase (ALOX12): Round 2; purified 12hLO, xylenol orange hydroperoxide absorbance; Potency, µM (highest dose often 108 µM), for the others: top-dose activity change, negative = inhibition, actives largely listed as inhibitors; hit rate 1.1% among 580,000; also: potency is read from the fitted curve at half-maximal effect; % is scaled to controls: 0 for no effect and ±100 for the full control effect
#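 Purified human 12hLO (150 nM final) in 25 mM Hepes, 0.01% Triton X-100, pH 7.0 was preincubated 15 min at room temperature with compound. Then 40 uM arachidonic acid was added, 30 min. Hydroperoxide was read by Fe-XO absorbance ratio 573/405 nm.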
# Pol eta inh: qHTS for Inhibitors of Polymerase Eta; DNA polymerase eta (Homo sapiens), Q9Y253; Potency, µM (titrated, usually from 114 µM), inactives show at the top dose activity change, negative = inhibition, most hits filed as inhibitors; hit rate 1.2% among 390,000; recombinant Pol eta, fluorescent DNA replication assay; AID 588591, 2011; also: potency is read from the fitted curve at half-maximal effect; % is scaled to controls: 0 for no effect and ±100 for the full control effect
# Target sequence (Q9Y253 whole entry, looked up): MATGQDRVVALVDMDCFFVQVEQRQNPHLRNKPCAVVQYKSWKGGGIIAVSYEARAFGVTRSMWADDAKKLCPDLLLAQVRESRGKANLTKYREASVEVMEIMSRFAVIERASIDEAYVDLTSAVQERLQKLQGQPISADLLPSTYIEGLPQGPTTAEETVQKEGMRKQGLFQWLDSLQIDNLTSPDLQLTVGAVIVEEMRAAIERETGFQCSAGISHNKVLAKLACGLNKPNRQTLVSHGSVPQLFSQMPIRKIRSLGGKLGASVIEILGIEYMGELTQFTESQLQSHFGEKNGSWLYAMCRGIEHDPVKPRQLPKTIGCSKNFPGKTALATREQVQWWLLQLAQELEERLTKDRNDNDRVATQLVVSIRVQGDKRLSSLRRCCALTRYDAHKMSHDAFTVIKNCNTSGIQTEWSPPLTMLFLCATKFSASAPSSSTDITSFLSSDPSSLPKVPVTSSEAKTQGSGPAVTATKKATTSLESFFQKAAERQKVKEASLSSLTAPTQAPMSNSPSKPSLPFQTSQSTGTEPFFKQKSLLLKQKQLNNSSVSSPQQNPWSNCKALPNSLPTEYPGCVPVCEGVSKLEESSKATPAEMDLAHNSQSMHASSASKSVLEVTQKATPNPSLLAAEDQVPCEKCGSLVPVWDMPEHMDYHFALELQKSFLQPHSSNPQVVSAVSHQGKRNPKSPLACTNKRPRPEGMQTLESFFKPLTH
#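 Pol eta at 10 nM preincubated with compounds 15 min at room temperature; reaction started with fluorescent substrate (50 nM final) and read kinetically at 0 and 10 min.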
# Pol kappa inh: qHTS for Inhibitors of Polymerase Kappa; purified Pol kappa, fluorescent DNA synthesis assay, 10 min; hit rate 0.53% among 400,000; AID 588579, 2011; Potency, µM (top dose mostly 107 µM), for the others: at the highest dose activity, negative = inhibition, hits mostly inhibitors; also: potency is read from the fitted curve at half-maximal effect; % is scaled to controls: 0 for no effect and ±100 for the full control effect
#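 Kinetic fluorescence screen: compound preincubated 15 min RT with 10 nM enzyme; 50 nM substrate (final) initiates; reads at 0/10 min.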
# LDHA inh: qHTS assay for inhibitors of human lactate dehydrogenase. purified LDHA, NADH/diaphorase-resazurin fluorescence; hits give low values. hit rate 0.15% among 480,000. L-lactate dehydrogenase A chain (Homo sapiens), P00338. activity change, % (values are at about 110 or 230 µM); in the data active = activity change below about -30%; inconclusive = mostly about -25% to -30%;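 also: plate controls were DMSO wells for no effect and wells without enzyme for full effect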
#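 Resorufin fluorescence (ex540/em590), read at 0 and 20 min after diaphorase/resazurin addition, reports the NADH left after a 5 min room-temperature reaction of 2 nM human LDH5 with 0.06 mM NADH and 0.2 mM pyruvate.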
# RGS4 inh: Inhibitors of Regulator of G Protein Signaling (RGS) 4: qHTS; hit rate 0.039% among 390,000; Potency, µM (series often up to 114 µM), inactives show at the top dose activity change, negative = inhibition, actives largely listed as inhibitors; Transcreener GDP fluorescence polarization, RGS4-accelerated GTP hydrolysis; also: potency is read from the fitted curve at half-maximal effect; % is scaled to controls: 0 for no effect and ±100 for the full control effect; nearly all actives have a fitted effect of over 75% in size; some results filed as inactive show a strong effect at the top dose
#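 MLSMR compounds (23 nl, pin-transferred) preincubated 10 min at room temperature with a 500nM (2x) first reagent, then RGS4 at 900nM (2x) plus Transcreener GDP mix added; fluorescence polarization (620/688 nm) read before and after 90 min at 30 °C.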
# Anesthetic bind: qHTS Assay for Identification of Novel General Anesthetics | Ferritin light chain (Equus caballus), P02791 | apoferritin/1-aminoanthracene competitive binding, fluorescence | Potency, µM (doses to about 77.5 µM), for inactives: at the top dose activity change, negative = displacement, usual class: inhibitors | hit rate 0.074% among 350,000 | AID 485281, 2010; also: potency is read from the fitted curve at half-maximal effect; % is scaled to controls: 0 for no effect and ±100 for the full control effect; nearly all actives have a fitted effect of over 20% in size
#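 Horse-spleen apoferritin (10 uM) in 50% saturated 1-aminoanthracene in PBS was incubated 10 min at room temperature with compound. Fluorescence (ex 380, em 535 nm) was normalized to free and bound 1-AMA, with concentration-response fitted by a four-parameter Hill equation.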
# APE1 inh: qHTS Assay for Inhibitors of the Human Apurinic/apyrimidinic Endonuclease 1 (APE1); hit rate 0.35% among 350,000; AID 2517, 2012; Potency, µM (doses to about 65.8 µM), without a hit: at the highest dose activity change, negative = inhibition, actives largely listed as inhibitors; DNA repair nuclease/redox regulator APEX1 (Homo sapiens), P27695; recombinant APE1, TAMRA/BHQ-2 abasic DNA cleavage fluorescence;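 also: potency is read from the fitted curve at half-maximal effect; plate controls were vehicle for no effect and reference inhibitor for full effect; nearly all actives have a fitted effect of over 55% in size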
# Target sequence (P27695 whole entry, looked up): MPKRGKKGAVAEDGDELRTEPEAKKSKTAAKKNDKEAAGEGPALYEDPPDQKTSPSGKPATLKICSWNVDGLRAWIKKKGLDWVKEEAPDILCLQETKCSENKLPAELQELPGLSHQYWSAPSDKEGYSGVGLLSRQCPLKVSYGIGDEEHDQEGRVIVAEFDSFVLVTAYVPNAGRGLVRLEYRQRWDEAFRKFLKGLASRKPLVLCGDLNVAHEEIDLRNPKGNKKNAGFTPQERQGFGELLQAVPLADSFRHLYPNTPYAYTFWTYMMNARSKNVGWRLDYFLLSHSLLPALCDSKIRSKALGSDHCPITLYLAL
#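 APE1 at 0.75 nM final was preincubated with compound 15 min at room temperature, then 50 nM double-stranded THF abasic-site substrate (5'-TAMRA/3'-BHQ-2) was added. Fluorescence (ex 525/em 598 nm) was read kinetically; third-minus-first read gave activity.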
# * = called active by the depositor; u = inconclusive; x = no result given; & = joins results of further samples; [ ] = remark or other dose. Unless noted, calls follow the shape of the dose curve; as a rule, active = well fitted curve in the direction sought with a large enough effect; inconclusive = small, poorly fitted or top-dose-only effect, or another doubt; inactive = no such curve, though single readings can be large; an effect the other way counts as inactive or inconclusive. These rows are one share of the data (hit frequency here may not be typical).
no.	structure	ERG Ets-DNA blk	POLB inh	12-LOX inh	Pol eta inh	Pol kappa inh	LDHA inh	RGS4 inh	Anesthetic bind	APE1 inh
1	Cc1cccc(NC(=O)CN2C(=O)c3ccccc3Sc3ncccc32)c1C	-2%	24%	-19%	11%	0%	-3	8%	6%	x
2	CC(=O)c1ccc(OC2OCCOC2Oc2ccc(C(C)=O)cc2)cc1 (stereo not given)	-4%	30%	-5%	-25%	11%	-3	2%	6%	3%
3	CCCN(CCC)c1nn2c(=O)c(C(=O)NCc3cccc(OC)c3)cnc2s1	-1%	4%	-20%	0%	7%	-15	0%	6%	x
4	Cc1cccc(C)c1NC(=O)CN(C)C(=O)c1cc(S(=O)(=O)N(C)C)ccc1N1CCCC1	-6%	x	-42%	-7%	-12%	-3	-1%	x	-4%
5	O=C(CN1C(=O)NC2(CCc3ccccc32)C1=O)NCC(F)(F)F (stereo not given)	3%	46%	-2%	3%	1%	-1	5%	-4%	3%
6	COc1cc(OC)cc(C(=O)N[C@@H](CCSC)c2nc3ccccc3[nH]2)c1	-6%	7%	1%	4%	-4%	-10	0%	-3%	-6%
7	CC(C)N1CCNCC1	4%	-9%	-15%	-10%	-18%	-7	12%	-1%	0%
8	COC(=O)c1nnn(-c2nc(N(C)C)nc(N(C)C)n2)c1C	-4%	22%	-1%	2%	7%	-5	6%	-3%	4%
9	CC(C)NC(=O)NC(=O)CSc1nnc(-c2c[nH]c3ccccc23)o1	6%	2%	-5%&40%	5%	-12%	0&12	3%	-15%	25%
10	O=C(Cc1ccccc1)NCc1ccc(F)cc1	-4%	-2%	1%	-5%	7%	-4	3%	9%	16%
11	O=C(c1ccc(C(F)(F)F)cc1)C1CCCN(C(=O)c2cnccn2)C1 (stereo not given)	8%	7%	-22%	-16%	13%	-4	u	-8%	13%
12	COc1ccccc1Cc1nc2ccccc2nc1SCC(=O)N1CCN(c2ccccc2)CC1	0%	20%	-14%	5%	-5%[60.1 µM]	0	-5%	12%	x
13	CCCCCCCn1ccc(=N)cc1	-4%	1%	0%	-4%	-3%	u	13%	-10%	-3%
14	CCOc1ccc(S(=O)(=O)N(C(=O)c2ccco2)c2cc3sc(=O)oc3c3ccccc23)cc1	-3%	0%	32µM*	-19%	-8%	23	u	u	0%
15	NNC(=O)c1cc2sccc2s1	13%	38%	7%	-11%	-16%	-8	2%	-16%	2%
16	CC1(C)CC(=O)C(C=NCC2CCN(C(=S)Nc3ccccc3)CC2)=C(O)C1	11%	0%	0%	-10%	-2%	-4	-34%	5%	-2%
17	CCC(C)(C)n1nnnc1C(c1cc2cccc(C)c2[nH]c1=O)N1CCN(C(=O)c2ccco2)CC1 (stereo not given)	1%	6%	-5%	-16%	-1%	-7	-26%	-7%	2%
18	Cc1cc(Br)ccc1NC(=O)CN(C)C(=O)C1CCN(C(=O)c2ccc(Cl)cc2)CC1	11%	x	u	-6%	5%	-3	0%	x	x
19	O=C(COc1ccc2c3c(c(=O)oc2c1)CCCC3)NCCN1CCOCC1	-24%	-3%	x	-9%	0%	-1	-35%	-9%	51%
20	CN(Cc1ccccc1)S(=O)(=O)c1ccc(NC(=S)NC(=O)C(C)(C)C)cc1	-9%	19%	35µM*	-23%	-5%	-1	u	-4%	-2%
21	CCc1ccc(OCC(=O)N(Cc2ccc(C)cc2)Cc2ccco2)cc1	7%	-23%	4%	-21%	5%	-1	-9%	58%[activator]	x
22	C[C@H](CO)N1C[C@H](C)[C@@H](CN(C)Cc2ccc(C(=O)O)cc2)Oc2c(NC(=O)C3CC3)cccc2C1=O	6%	x	31%	-15%	3%	-4	-1%	x	4%
23	Oc1c(C=Nc2ccccc2)sc(=S)n1Cc1ccccc1	15%	-8%	8.9µM*	-23%	-9%	0	-25%	-20%	u
24	Cc1ccc(-n2cc(-c3ccccc3)c3c(=O)[nH]cnc32)cc1	7%	0%	-11%	-17%	2%	6	-22%	-16%	0%
25	Nc1nnnn1/N=C/c1cccc(Br)c1	1%	-4%	12%	-7%	-8%	2	-1%	-8%	4%
26	O=S(=O)(Nc1cccc2nsnc12)c1ccccc1	x	21%	1%	2%	-15%	13	-15%	-3%	3%
27	COc1ccc(-c2sc3ccc(OC)cc3c2C#Cc2cncn2C)cc1	-11%	x	-4%	-11%	10%	-2	-28%	x	8%
28	Cn1c(C(=O)NCc2ccccn2)cc2c(=O)n(C)c3ccccc3c21	-6%	28%	404%[activator]	-3%	0%	-2	0%	-2%	-4%
29	COc1ccc(S(=O)(=O)N2CCN(Cc3ccc4c(c3)OCO4)CC2)c2ccccc12	1%	26%	416%[activator]	-10%	0%	2	-9%	-11%	2%
30	O=S(=O)(c1c(F)cccc1F)N1CCN(Cc2c(O)ccc3ccccc23)CC1	1%	x	13µM*	-7%	-9%	0	-5%	x	1%
31	CCCCNC(=O)c1cccc(S(=O)(=O)N2CC3(C)CC2CC(C)(C)C3)c1 (stereo not given)	-16%	x	154%[activator]	-19%	7%	-1	7%	x	-22%
32	COCCNC(=S)Nc1cc(OC)c(NC(=O)c2ccco2)cc1OC	30%	26%	8%	-8%	8%	0	-22%	-13%	19%
33	N#Cc1ccc(C(=O)NC23CC4CC(CC(C4)C2)C3)cc1	-24%	-25%	42%[activator]	-1%	0%	-3	-32%	9%	29%
34	CCC(C)NC(=O)CCC(=O)N1Cc2ccccc2Oc2ncccc21 (stereo not given)	3%	8%	-20%	-14%	7%	-1	-11%	29%	x
35	COCCNc1nc(C)cc(-c2cc(-c3ccc(Cl)cc3)on2)n1	-8%	-24%	-18%	-15%	7%	-3	-8%	9%	1%
36	O=C(CCl)N1N=C(c2ccco2)CC1c1ccco1 (stereo not given)	0%	25µM*	u	10µM*	22µM*	15	u	1%	-14%
37	COc1ccc2c(-c3cc4ccc(OCc5ccc(F)cc5)cc4oc3=O)cc(=O)oc2c1	-1%	44%	-25%	-14%	-4%	2	-10%	0%	0%
38	Cc1nc2ncnn2c(C)c1CCC(=O)N1CCc2ccccc21	-3%	7%	0%	-9%	4%	1	-26%	-14%	1%
39	CC1CCN(c2ccc([N+](=O)[O-])cc2C(=O)NCC2CCCO2)CC1 (stereo not given)	5%	3%	248%[activator]	-7%	-6%	-7	15%	-15%	7%
40	COc1cccc(C2C(C(=O)OC(C)C)=C(C)N=c3s/c(=C\c4ccc(C(=O)O)cc4)c(=O)n32)c1 (stereo not given)	-3%	-1%	-7%	-8%	-1%	-9	-20%	-6%	-15%[12.4 µM]

# One compound at a time, from the list above.
# CCC(C)NC(=O)CCC(=O)N1Cc2ccccc2Oc2ncccc21 (stereo not given) as listed: ERG Ets-DNA blk: 3%; POLB inh: 8%; 12-LOX inh: -20%; Pol eta inh: -14%; Pol kappa inh: 7%; LDHA inh: -1; RGS4 inh: -11%; Anesthetic bind: 29%; APE1 inh: x
# COCCNC(=S)Nc1cc(OC)c(NC(=O)c2ccco2)cc1OC as listed: ERG Ets-DNA blk: 30%; POLB inh: 26%; 12-LOX inh: 8%; Pol eta inh: -8%; Pol kappa inh: 8%; LDHA inh: 0; RGS4 inh: -22%; Anesthetic bind: -13%; APE1 inh: 19%

# (list continues)
no.	structure	ERG Ets-DNA blk	POLB inh	12-LOX inh	Pol eta inh	Pol kappa inh	LDHA inh	RGS4 inh	Anesthetic bind	APE1 inh
41	CCCCOC(=O)/C(C#N)=C/c1ccc(-c2cccc(C(F)(F)F)c2)o1	6%	4%	-18%	-7%	-2%	0	23%	-14%	x
42	CCCCSc1nc(CCC)cc(=O)[nH]1	-5%	0%	0%	-6%	-3%	8	6%	u	3%
43	CCOC(=O)C(NC(=O)CC(C)C)(Nc1sc2c(c1C(N)=O)CCCC2)C(F)(F)F (stereo not given)	u	-22%	0%	-15%	3%	8	-13%	3%	2%
44	COc1ccc(OC)c(CN2CCN(c3ccc(S(=O)(=O)N4CCCC4)cn3)CC2)c1	x	x	5%	-23%	-23%	-1	u	x	-2%
45	Nc1nc2ccc(S(=O)(=O)N3CCCCC3)cc2s1	-7%	-13%	u	-11%	3%	-1	u	-11%	2%
46	CCOC(=O)C1CCCN(S(=O)(=O)c2cc3c(cc2C)NC(=O)CO3)C1 (stereo not given)	1%	13%	-12%	-6%	-3%	3	0%	-3%	x
47	O=C(C(Cc1ccccc1)n1cccc1)N1CCCCC1 (stereo not given)	-6%	16%	29%	0%	-2%	-6	17%	u	u
48	Cc1ccc(/C(N)=N/OC(=O)Oc2ccccc2)cc1	-4%	-4%	0%	-6%	-1%	-5	-2%	-8%	0%
49	Cc1ccc(CNC(=O)CCCCn2c(=O)[nH]c3ccsc3c2=O)cc1	-2%	-1%	-12%	1%	-8%	-4	14%	-5%	5%
50	N#Cc1c(C(F)(F)F)cc(-c2cccs2)nc1N1CCCCC1	9%	37%	7%	-1%	0%	-4	6%	5%	20%

# Compound activity deposited in PubChem BioAssay by National Center for Advancing Translational Sciences (NCATS).
